12-LOX inh – Primary qHTS assay for inhibitors of human arachidonate 12S-lipoxygenase (ALOX12): Round 2 | Polyunsaturated fatty acid lipoxygenase ALOX12 (Homo sapiens), P18054 | purified 12hLO, xylenol orange hydroperoxide absorbance | Potency, µM (doses to about 108 µM), for inactives: at the highest dose activity change, negative = inhibition, actives largely listed as inhibitors | hit rate 1.1% among 580,000 | AID 1671190, 2021; active = well fitted inhibition curve with a large enough effect; inconclusive = small, poorly fitted or top-dose-only effect, or another doubt; inactive = no such curve, though single readings can be large or run the other way
Target sequence (P18054 whole entry, looked up): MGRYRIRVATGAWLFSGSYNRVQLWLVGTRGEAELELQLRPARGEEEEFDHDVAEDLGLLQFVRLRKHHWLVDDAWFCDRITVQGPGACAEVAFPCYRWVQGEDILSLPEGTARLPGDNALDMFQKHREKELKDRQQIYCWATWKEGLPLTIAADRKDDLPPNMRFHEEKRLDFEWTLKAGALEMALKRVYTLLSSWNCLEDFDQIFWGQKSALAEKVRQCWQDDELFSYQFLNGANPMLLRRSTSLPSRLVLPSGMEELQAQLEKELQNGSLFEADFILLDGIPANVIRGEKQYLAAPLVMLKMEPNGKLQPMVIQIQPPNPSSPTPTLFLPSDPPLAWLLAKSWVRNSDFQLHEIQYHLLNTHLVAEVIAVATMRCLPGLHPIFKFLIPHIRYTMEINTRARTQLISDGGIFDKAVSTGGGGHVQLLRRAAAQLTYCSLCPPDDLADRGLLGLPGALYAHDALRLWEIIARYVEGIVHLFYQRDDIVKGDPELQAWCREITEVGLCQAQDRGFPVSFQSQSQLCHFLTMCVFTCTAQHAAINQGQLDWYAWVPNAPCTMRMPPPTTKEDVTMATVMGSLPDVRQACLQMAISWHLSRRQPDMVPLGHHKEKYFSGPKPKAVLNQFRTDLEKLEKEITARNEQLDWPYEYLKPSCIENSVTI
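Purified human 12hLO at 150 nM in 25 mM Hepes, 0.01% Triton X-100, pH 7.0, preincubated 15 min at room temperature with compound. Reaction started with 40 uM arachidonic acid, 30 min at room temperature. Hydroperoxide measured by Fe-xylenol orange, 573/405 nm absorbance ratio.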
Active calls of the source: *; u = inconclusive; [ ] = remark or other dose. % is set by controls: 0 for no effect and ±100 for the full control effect; potency is the fitted concentration of half-maximal effect.

Sample of the layout, 5 compounds:
smiles | 12-LOX inh
Cc1onc(-c2cnn(C)c2NCc2ccc(C#N)cc2)c1C(=O)NC1CCCCC1 | 1.8%[176 µM]
COc1cccc(-c2ccc3ncnc(N4CCOCC4)c3c2)c1 | -0.4%
O=C(NCCNC(=O)C1CC1)c1c[nH]c2ccccc12 | 1.0%
CCOc1ccc(C(=O)NCCc2sc(-c3ccc(OC)cc3)nc2C)cc1 | 12.3%
CCC(O)CNC(=O)c1cn2cc(-c3ccc(F)cc3)n(CC=C(C)C)c(=O)c2n1 (stereo unspecified) | 36.3%

All compounds of this part, from the start:
smiles | 12-LOX inh
Cc1onc(-c2cnn(C)c2NCc2ccc(C#N)cc2)c1C(=O)NC1CCCCC1 | 1.8%[176 µM]
COc1cccc(-c2ccc3ncnc(N4CCOCC4)c3c2)c1 | -0.4%
O=C(NCCNC(=O)C1CC1)c1c[nH]c2ccccc12 | 1.0%
CCOc1ccc(C(=O)NCCc2sc(-c3ccc(OC)cc3)nc2C)cc1 | 12.3%
CCC(O)CNC(=O)c1cn2cc(-c3ccc(F)cc3)n(CC=C(C)C)c(=O)c2n1 (stereo unspecified) | 36.3%
CC(NC(=O)c1ccc(F)cc1)c1cccc(NS(C)(=O)=O)c1 (stereo unspecified) | 3.9%
C[N+](C)([O-])CCNc1ccc(NCC[N+](C)(C)[O-])c2c1C(=O)c1c(O)ccc(O)c1C2=O | 2.8%[57.4 µM]
COc1cc(-c2onc(C)c2C(=O)NCCCOC(C)C)cc(OC)c1OC | 37.2%
CCN(CC)CC1CCN(C(=O)c2cc(=O)[nH]c3ccccc23)CC1 | 58.8%[activator]
COc1ccc(NC(=O)c2cc(-c3ccccn3)n[nH]2)cc1Cl | -0.4%
O=C1NCCCCCCN(Cc2ccncc2)[C@@H]2CN(C(=O)C3CCOCC3)CC[C@@H]12 | 179.5%[activator]
Cc1ccc2c(CSc3nnnn3C3CC3)cc(=O)oc2c1 | u
COc1cccc(/C=C/c2ccc3cccc(O)c3n2)c1O | u
COc1ccc(C2C(C#N)=C(N)OC(C(C)(C)C)=C2C#N)cc1 (stereo unspecified) | u
CN(C(N)=NC(=O)/C=C/c1ccccc1)C(C#Cc1ccccc1)Cc1ccccc1 (stereo unspecified) | 18.8%
O=C(Nc1cccc(F)c1)c1cnc(-c2ccc(F)cc2)nc1-c1ccncc1 | u
COc1ccc(-c2nc3c(s2)CN(C(C(=O)O)c2c[nH]c4ccc(CO)cc24)CC3)cc1OC (stereo unspecified) | u
Cc1ccc(S(=O)(=O)N2C[C@@]3(O)Cn4c(=O)ccc(=O)n4C[C@@]3(OC(=O)NCc3ccccc3F)C2)cc1 | -25.8%
CC(CN1CCOCC1)NS(=O)(=O)c1cc(F)cc(F)c1 (stereo unspecified) | 28.0%
CCN1CCC(NC(=O)CCc2ncc(-c3ccc(F)cc3)o2)CC1 | 6.8%
CCOC(=O)N1CCN(C(=O)C[C@@H]2C[C@@]3(C(=O)OCC)CCC=C3N(Cc3cccc4ccccc34)C2=O)CC1 | u
Cc1nnc(-c2cc(-c3cccc([S+](C)(=O)[O-])c3)ccn2)n1CCc1ccccc1 | 65.5%[activator][176 µM]
C=CCC1(C(=O)O)CCCN(Cc2cc3c(cc2OC)OCO3)C1 (stereo unspecified) | 71.0%[activator]
Oc1ccc(C2(c3cccc(F)c3)CCCCC2)cc1 | u
COCC1CCN(C(=O)CC(c2ccccc2)c2ccccc2C)CC1 (stereo unspecified) | 10.5%
O=C(Nc1ccc2oc(-c3ccc(F)cc3)nc2c1)c1ccccc1Cl | -2.2%
CC(C)(C)c1cc(CCCSCCCc2cc(C(C)(C)C)c(O)c(C(C)(C)C)c2)cc(C(C)(C)C)c1O | u
CC(C)(C)NC(=O)C(c1ccccc1)n1c(=O)c(-c2ccco2)nc2ccccc21 (stereo unspecified) | u
C=CCOc1ccc2c(=O)c(-c3ccc(OC)c(OC)c3)c(C(F)(F)F)oc2c1 | u
O=C(Cn1cccc1-c1nc(-c2ccc(F)cc2)no1)NCc1ccc(Cl)cc1 | -1.3%
COc1cc(=O)n2c(c1C(=O)NC(C)c1ccco1)CCN(C(=O)c1cccc(C)c1)CC2 (stereo unspecified) | -5.8%
CSCCC(=O)N1CCc2[nH]nc(-c3ccc(C(F)(F)F)cc3)c2C1 | 2.2%
COc1cccc(CNC2(Cc3cc(-c4ccc(F)cc4)on3)COC2)c1 | 10.6%[176 µM]
O=c1c(-c2cccs2)nc2cncnc2n1-c1ccccc1 | -0.1%
COc1ccc(C)cc1-n1ccnc1SCC(=O)Nc1nc2ccccc2s1 | 11.1%
CS(=O)(=O)N1CCC2(CC1)CN(c1cccc(-c3ccccc3)c1)C2 | 0.0%[57.4 µM]
CSc1nc(=O)c2c(n1C)NC(=O)CC2c1ccc2c(c1)OCO2 (stereo unspecified) | 11.4%
CCNc1c(NC(=O)c2cc(OC)cc(OC)c2)c(=O)oc2ccccc12 | -51.8%
CCN(CC)C(=O)Cc1n[nH]c(=O)c2ccccc12 | 0.7%
O=C(Nc1ccc(Oc2ccccc2)cc1)N[C@H]1CO[C@H]2[C@@H]1OC[C@@H]2Nc1nccc(-c2cccs2)n1 | 12.7%
C#CCN1CCN(CCOc2ccc(Cl)cc2)CC1 | -29.8%
c1cnnc(-c2noc(C3(Cn4cccn4)CC3)n2)c1 | 38.7%[activator]
COc1ccc(C2Cn3nnc(-c4nc(-c5ccc(F)c(Br)c5)no4)c3CO2)cc1 (stereo unspecified) | 57.0%[activator]
Cc1c(OCC(=O)Nc2cc(Cl)cc(Cl)c2)c(=O)ccn1C | u
O=C(Nc1ccc([C@@H](O)[C@H]2COCC(=O)N2Cc2ncc[nH]2)cc1)C1CC1 | 0.6%[176 µM]
COc1ccc(NC(=O)N(Cc2nnc3n2CCCCC3)c2ccc3c(c2)OCO3)cc1 | u
COc1ccc(CN2CCN(c3nc4ccccc4o3)CC2CCO)c(F)c1 (stereo unspecified) | 48.8%[activator]
COCCn1c(C)cc(C(=O)CSc2nnc(Nc3ccccc3C)s2)c1C | 4.8%
COc1cccc(-c2ncc3c(n2)OCCN(c2ccccc2)C3=O)c1 | 7.1%[176 µM]
CC(C)Cc1nnc(C(=O)Nc2ccc(C(=O)NCCN3CCCCC3C)cc2)s1 (stereo unspecified) | 0.7%
CCC(CO)Nc1ncnc2c1CN(C1CCCNC1)C(=O)CN2C (stereo unspecified) | u
COc1cccc(-c2noc(COC(=O)Cc3n[nH]c(=O)c4ccccc34)n2)c1 | 2.0%
Cn1c(CCC(=O)N2CCCOCC2)nc2cc(S(=O)(=O)N3CCCC3)ccc21 | 2.9%
CCC(NC(=O)C1CCCO1)C12CC3CC(CC(C3)C1)C2 (stereo unspecified) | -3.5%
O=S(Cc1ccc(Cl)cc1)Cc1c(Cl)cccc1Cl (stereo unspecified) | u
Cc1nc(C2(C)CCN(S(=O)(=O)c3c(C)c(C)cc(C)c3C)CC2)no1 | -7.1%
OCc1ccc(-c2ccc3nnc(-c4ccccn4)n3n2)cc1 | 11.8%[176 µM]
CC(C)(C)OC(=O)NC(CN)c1ccccc1Cl (stereo unspecified) | 20.1%[12.5 µM]
Cc1cc2oc(=O)cc(CN3CCC(C(=O)N(C)C)CC3)c2cc1C(C)C | -43.0%
CNCc1ccc(N2CCCC2)cc1 | u

(continued)
smiles | 12-LOX inh
COCCCNC(=O)CCc1nc(C2CCCN2S(C)(=O)=O)no1 (stereo unspecified) | 12.8%
O=C(NCc1c[nH]c2ncccc12)c1ccc(C(F)(F)F)cc1 | -1.0%[176 µM]
CCN(Cc1ccccc1)C(=O)CCC[C@H]1NC[C@@H]2CC1CN(Cc1ccccc1)C2 | u
O=C(CC[C@H]1NC(=O)c2ccccc2NC1=O)NCCn1cnc2ccccc21 | 29.2%
Cc1cc(NC(=O)c2cc3n(n2)CC(c2ccc4c(c2)OCO4)OC3)ccc1F (stereo unspecified) | 47.6%[activator]
CN(C)CCCNC(=O)C1CCCN(S(=O)(=O)c2ccccc2)CCC(=O)NCC1 (stereo unspecified) | 15.0%
COc1ccc(CCNC(=O)COC(=O)c2cccnc2Nc2cccc(C(F)(F)F)c2)cc1 | 2.8%
COc1ccc2oc(=O)c(-c3nc(-c4ccccc4Cl)no3)cc2c1 | 10.8%
O=C(Nc1ccccc1)NC1CCSc2ccccc21 (stereo unspecified) | -2.6%
Brc1ccc(Oc2ccc3nnnn3n2)cc1 | u
CCN1c2cc(C(=O)Nc3ccccc3F)ccc2C(=O)N2CCCC21 (stereo unspecified) | 17.4%
CC(NC(=O)Cc1ccc(-c2ccccc2)cc1)C12CC3CC(CC(C3)C1)C2 (stereo unspecified) | 1.6%
CCCCc1ccc2[nH]c(C(=O)OCC)cc2c1 | -17.5%
O=C(NC[C@H]1Cn2c(-c3ccccc3)cnc2CO1)c1ccccc1 | 17.0%[176 µM]
O=C(NCc1ccnc(N2CCCC2)c1)c1ccccc1F | -17.7%
Cc1cc(NC(=O)COC(=O)c2nn(C(C)C)c(=O)c3ccccc23)no1 | 42.2%
C(=C\c1ccccc1)/CNCC1CCNCC1 | 8.2%
CCc1ccc2nc(-c3ccc(C)o3)cc(C(=O)O)c2c1 | u
O=C(NCc1cccnc1)C1CCCN(c2cnn(Cc3ccccc3)c(=O)c2)C1 (stereo unspecified) | 5.4%
COc1cccc(COC2CN(Cc3ccccn3)C(=O)CN(C(=O)C3=NN(C)C(=O)CC3)C2)c1 (stereo unspecified) | 40.9%
CC(NC(=O)c1ccc2c(c1)NC(=O)CCS2)c1ccncc1 (stereo unspecified) | 8.91µM*
CC(C)Oc1cccc(-c2nc(C(=O)NCc3ccc(F)cc3)cs2)c1 | 21.6%
CC1(c2nnnn2-c2ccc3c(c2)OCCO3)CCC(=O)N1CC(F)(F)F (stereo unspecified) | -8.0%
CCn1nc(C)c(CN2C[C@@H](CO)[C@H](c3nc(COC)no3)C2)c1C | 15.8%
Cc1cn2nc(C(=O)NCc3ccccc3C)cc2c(=O)[nH]1 | -2.9%
O=c1[nH]cccc1NS(=O)(=O)c1ccc(F)c(F)c1 | u
Cc1cc(C(=O)N2CC[C@H](NC(=O)c3cnccn3)C[C@H]2C(=O)N[C@H](Cc2ccccc2)C(N)=O)n(C)n1 | 3.3%
Cc1c(-c2ccccc2F)[nH]c2ccc(CNC(=O)Cn3ccc(=O)[nH]c3=O)cc12 | -4.2%
FC(F)(F)c1ccc(N2C3CCC2CN(Cc2ccc(-c4ccccc4)cc2)C3)cc1 | 12.2%
O=C(Cn1nnc(-c2ccccc2)n1)c1c[nH]c2ccccc12 | 5.0%
Cc1ccc(Cn2nnc3c2-c2ccccc2S(=O)(=O)N(C(C)(C)C)C3)cc1 | 17.6%
Cc1cc(OCC(=O)Nc2ccc(CCO)cc2)c2c(C)cc(=O)oc2c1 | -6.5%
CC1CCN([C@@H]2[C@H](O)[C@H](CO)O[C@@H]2CNC(=O)c2cccc(F)c2)CC1 | u
N#Cc1cccc(C(=O)N2CCNc3cnc(Nc4cccc(F)c4)nc3C2)c1 | -17.7%[176 µM]
C=CCSc1nc2c(c(=O)[nH]c(=O)n2C)n1Cc1ccccc1Cl | -16.3%
CN1C[C@H](NC(=O)c2cccnc2)CCC[C@@H](C(=O)NCc2cc(F)cc(F)c2)CC1=O | 65.8%[activator]

3 entries already listed, arranged by SMILES length, rising.
smiles | 12-LOX inh
O=C(Cn1nnc(-c2ccccc2)n1)c1c[nH]c2ccccc12 | 5.0%
C=CCSc1nc2c(c(=O)[nH]c(=O)n2C)n1Cc1ccccc1Cl | -16.3%
CC1CCN([C@@H]2[C@H](O)[C@H](CO)O[C@@H]2CNC(=O)c2cccc(F)c2)CC1 | u

Later entries.
smiles | 12-LOX inh
CC(C)NC(=O)C1COC2(CCN(C(=O)CC(C)(C)C)CC2)N1C(=O)c1ccccc1 (stereo unspecified) | 31.8%
O=C(Cn1cccc1-c1nc(-c2ccccc2)no1)Nc1ccc2c(c1)OCCO2 | u
CCCNS(=O)(=O)Nc1ncnc(OCCOc2ncc(Br)cn2)c1-c1ccc(Br)cc1 | -17.0%[57.4 µM]
O=C(C1CN(S(=O)(=O)c2cccnc2)CC12CCCCC2)N1CCc2ccccc2C1 (stereo unspecified) | 6.9%
O=C(CN1C(=O)CNC1=O)N1CCCN(C(=O)c2ccoc2)CC1 | 18.8%
CN1CCN([C@H]2[C@@H]3OC[C@@H](O3)[C@@H](NC(=O)Nc3ccccc3)[C@@H]2O)CC1 | u
COc1cc(NC(=O)C2CCN(C(=O)c3ncn4c3COC(c3ccccc3)C4)CC2)cc(OC)c1 (stereo unspecified) | 12.5%
Nc1nccnc1C(=O)NCCc1cccs1 | u
O=C(COc1ccccc1)NC[C@H]1Cn2c(-c3ccc(F)cc3)cnc2CO1 | 55.9%[activator][176 µM]
Cc1ccccc1C(=O)N1CCC(c2nn(-c3ccc(F)cc3)c(=O)[nH]2)CC1 | 33.8%
CC1=C(C(=O)c2ccccc2)C(c2ccc(Br)cc2)NC(=O)N1 (stereo unspecified) | u
CCOc1ccc2c(n1)CCN(C(=O)COc1ccccc1)C2 | 45.6%[activator]
O=C(NCCc1ccccc1)C1Cn2cccc2C(=O)N1Cc1cccnc1 (stereo unspecified) | 18.4%
CCOC(=O)C1=C(O)C(=O)N(c2ccccc2)C1c1ccc(F)cc1 (stereo unspecified) | u
O=C(C1CCC1)N1CCC(Oc2ccccc2)C1 (stereo unspecified) | 9.7%
CCOC(=O)C1CCN(C(=O)C(C)OC(=O)c2n[nH]c(=O)c3ccccc23)CC1 (stereo unspecified) | 49.2%[activator]
CCCCNS(=O)(=O)c1cc(-c2n[nH]c(=O)c3ccccc23)ccc1C | -20.1%

The list is partial. The share of hits here may be higher or lower than overall.
